Source: PubChem
TRPC4 PAM: positive allosteric modulators of TRPC4, primary screen, cell-based, mouse TRPC4beta, HEK293 mu-opioid, Fluo-4 calcium. Short transient receptor potential channel 4 (Mus musculus), Q9QUQ5. DAMGO EC20, Fluo-4 Ca2+ flux; stronger effect = higher value. B-score at 10 µM. actives 0.42% (n = 310,000). AID 2227, 2009;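 active = B-score of calcium response area above 5 SD of library B-scores, with initial fluorescence ratio within 5 SD of library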;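 note: B-score of integrated fluorescence ratio over time as area under calcium response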
Platelet DG rel: inhibitors of platelet dense granule secretion, primary screen, cell-based, MLPCN, human platelets. human platelet-rich plasma, SFLLRN dense granule ATP release, luminescence. actives 0.22% (n = 300,000). AID 1663, 2009. inhibition, %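 (compounds screened at 7.5 µM in platelet-rich plasma)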;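 active = mean replicate score, as percent of positive control, at or above 50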
PolyA inhibitor: polyadenylation inhibitors in yeast reporter cells, primary screen, luminescence, S. cerevisiae. S. cerevisiae SKY197-pL101 polyadenylation reporter, beta-gal luminescence; efflux-impaired pdr1/pdr3 knockout yeast; score 100 = 6 SD above DMSO. calls only at 12 µM. actives 0.02% (n = 300,000). AID 1875, 2009;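 active = lowest replicate activity score at least 50, where 100 means six control SD above control mean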;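 note: yeast exposed to compound for 9 h at 30 °C; higher score means more reporter readthrough which indicates perturbed polyadenylation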
TRPC4 inh: inhibitors of mouse TRPC4 channel, primary screen, Fluo4 calcium, HEK293 TRPC4beta/mu-opioid cells | Short transient receptor potential channel 4 (Mus musculus), Q9QUQ5 | DAMGO-evoked Fluo4 calcium flux; stronger effect = lower value | B-score at 10 µM | actives 0.39% (n = 300,000) | AID 2247, 2010;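 active = B-score over 3 SD under the library average, no early fluorescence shift, positive overall ratio signal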
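Material: HEK293 cells with stable TRPC4beta plus mu-opioid receptor expression / Probe or stimulus: DAMGO in two steps, submaximal then maximal / Compound: single concentration per test compound / Technique: kinetic Fluo4 fluorescence imaging of calcium influx / Read-out: per-well B score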
KCNQ1 inh: inhibitors of human KCNQ1 channel, primary screen, cell-based, thallium flux, high-throughput; CHO-K1 KCNQ1, FluxOR thallium flux fluorescence; stronger effect = higher value; actives 1.3% (n = 310,000); AID 2642, 2010; Potassium voltage-gated channel subfamily KQT member 1 (Homo sapiens), P51787; B-score at 10 µM;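 active = compounds whose thallium flux B-score, printed positive for inhibition, exceeds three library SD while starting fluorescence stays within three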;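 note: channel opened by potassium depolarization with thallium stimulus after 20 min compound exposure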
KCNK9 block: KCNK9 potassium channel inhibitors, primary screen, HEK293 cells, thallium flux | actives 1.2% (n = 310,000) | Potassium channel subfamily K member 9 (Homo sapiens), Q9NPC2 | B-score at 10 µM | FluxOR thallium flux fluorescence; stronger effect = lower value;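 active = ratio B-score over 3 SD below the library mean, with starting fluorescence within 5 SD of its mean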;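 note: negative B-score means less thallium flux so channel inhibition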
Dyrk1A ADPGlo: rat Dyrk1A kinase inhibitors, primary screen, biochemical, single point, plate reader. ADP-Glo luminescence, NFATc1 peptide. actives 0.43% (n = 310,000). Dual specificity tyrosine-phosphorylation-regulated kinase 1A (Rattus norvegicus), Q63470. AID 504441, 2011. inhibition, % at 12.5 µM; in the data active = inhibition above about 50%;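 note: plate controls were vehicle with enzyme for no effect and no enzyme for full effect; many of its hits are not listed in these tables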
hERG protect: hERG rescue from dofetilide block, primary screen, cell-based, CHO-hERG, FluxOR thallium flux, dofetilide IC70; AID 1511, 2009; actives 0.51% (n = 310,000); Voltage-gated inwardly rectifying potassium channel KCNH2 (Homo sapiens), Q12809; activation (rescue from dofetilide block), less the hit threshold, % at 10 µM; dofetilide IC70 present;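 active = activation above the mean of controls blocked by dofetilide plus 5 SD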;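 note: thallium influx through hERG after potassium depolarization seen as dye fluorescence rise; in these data hits start at about 4.7%; inactives centre near -7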
Target sequence (Q12809 whole entry, looked up): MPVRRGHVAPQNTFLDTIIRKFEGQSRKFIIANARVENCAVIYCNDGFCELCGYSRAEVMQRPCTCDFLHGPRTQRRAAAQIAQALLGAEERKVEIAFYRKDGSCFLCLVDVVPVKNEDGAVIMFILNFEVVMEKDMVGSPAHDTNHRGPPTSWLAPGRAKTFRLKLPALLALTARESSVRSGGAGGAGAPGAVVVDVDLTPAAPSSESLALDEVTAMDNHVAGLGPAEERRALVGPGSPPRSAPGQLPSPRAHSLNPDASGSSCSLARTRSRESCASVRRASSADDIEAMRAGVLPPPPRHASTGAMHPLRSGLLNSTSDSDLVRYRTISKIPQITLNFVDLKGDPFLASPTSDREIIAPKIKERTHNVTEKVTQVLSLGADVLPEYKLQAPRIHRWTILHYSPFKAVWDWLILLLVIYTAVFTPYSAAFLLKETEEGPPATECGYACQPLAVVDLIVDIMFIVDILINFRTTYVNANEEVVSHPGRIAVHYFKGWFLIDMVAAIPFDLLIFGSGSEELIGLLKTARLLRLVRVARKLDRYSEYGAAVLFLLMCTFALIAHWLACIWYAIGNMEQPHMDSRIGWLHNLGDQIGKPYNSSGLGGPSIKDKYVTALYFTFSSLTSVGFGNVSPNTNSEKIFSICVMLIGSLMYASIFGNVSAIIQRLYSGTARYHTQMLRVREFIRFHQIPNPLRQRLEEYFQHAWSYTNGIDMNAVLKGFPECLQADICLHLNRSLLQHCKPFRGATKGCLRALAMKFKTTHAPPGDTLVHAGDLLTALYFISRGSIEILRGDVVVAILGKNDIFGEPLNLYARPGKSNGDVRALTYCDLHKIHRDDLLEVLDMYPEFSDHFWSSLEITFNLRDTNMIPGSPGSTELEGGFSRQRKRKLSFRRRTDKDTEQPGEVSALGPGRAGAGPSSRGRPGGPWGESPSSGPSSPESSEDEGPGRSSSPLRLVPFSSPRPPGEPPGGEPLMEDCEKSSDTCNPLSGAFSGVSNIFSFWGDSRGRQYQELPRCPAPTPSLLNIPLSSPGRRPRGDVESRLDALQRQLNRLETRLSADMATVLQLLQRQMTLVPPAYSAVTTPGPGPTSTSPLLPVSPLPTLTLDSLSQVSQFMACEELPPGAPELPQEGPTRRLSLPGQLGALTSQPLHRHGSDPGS
KCNK3 block: human KCNK3 channel inhibitors, primary screen, CHO cells, FluxOR thallium flux, B-score | B-score at 10 µM | FluxOR fluorescence; stronger effect = lower value | actives 0.84% (n = 340,000);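 active = B-score under library mean minus 4 SD, starting fluorescence ratio at most library mean plus 5 SD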;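 note: more negative B-score means stronger inhibition of thallium flux through KCNK3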
TRPC4 act: activators of mouse TRPC4 channel, primary screen, Fluo4 calcium, HEK293 TRPC4beta/mu-opioid cells; Short transient receptor potential channel 4 (Mus musculus), Q9QUQ5; Fluo4 calcium fluorescence; stronger effect = higher value; B-score at 10 µM; actives 0.49% (n = 310,000); AID 2237, 2010;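 active = B-score above 5 SD of library B-scores, and initial fluorescence ratio not above library mean plus 5 SD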;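 note: positive B-score marks a calcium rise read as TRPC4 activation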
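Assay system – TRPC4beta and mu-opioid receptor HEK293 stable cells · Measured by – Fluo4 fluorescence, kinetic · Schedule – dye loading 45 min room temperature, 110 s kinetic read · Read-out – B-scored integrated calcium fluorescence ratio · Controls – buffer and maximal DAMGO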
KCNQ1 pot: potentiators or activators of KCNQ1 channel, primary screen, cell-based, thallium flux, high-throughput; Potassium voltage-gated channel subfamily KQT member 1 (Homo sapiens), P51787; B-score at 10 µM; CHO-K1 KCNQ1, thallium flux FluxOR fluorescence; stronger effect = higher value; actives 0.35% (n = 310,000);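 active = fluorescence ratio B-score, a plate-corrected score, at least three library SD, with initial intensity B-score within 5 SD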
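Material: CHO-K1 cells stably expressing KCNQ1. Medium: assay buffer for compound exposure, DMSO matched across wells. Reagent: K+/Tl+ depolarizing stimulus. Compound dosing: single-concentration screen. Times: 37 °C overnight plating, 90-min dark dye load, 20-min compound pretreatment. Technique: FluxOR Tl+ flux fluorescence.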
Starred values were filed as active, the others as inactive; i = inactive; x = not tested or not shown. Not all compounds are listed; rates above refer to the full screens.

nr	SMILES	TRPC4 PAM	Platelet DG rel	PolyA inhibitor	TRPC4 inh	KCNQ1 inh	KCNK9 block
1	CCOc1ccc(-c2ncncc2-c2ccc(OC)cc2)c(O)c1	i	-3.9	i	i	i	i
2	O=S1(=O)CCC(NC(=S)Nc2ccccc2)C1 (stereo unspecified)	i	-14.7	i	i	i	i
3	CCCNC(=S)NNC(=O)c1cc(C2CC2)nc2ccccc12	i	-18.7	i	i	i	i
4	Cc1cccc(C)c1NC(=O)C1(C)c2cccc[n+]2CC(=O)N1Cc1cccs1 (stereo unspecified)	i	-4.3	i	i	i	i
5	O=C(CSc1nc(C(F)(F)F)cc(=O)[nH]1)NCc1ccc2c(c1)OCO2	i	2.9	i	i	i	i
6	COC(=O)C1=C(CS(=O)(=O)c2ccc(Cl)cc2)NC(=O)NC1c1ccc(O)c(OC)c1 (stereo unspecified)	i	4.8	i	i	i	i
7	Cc1ccc(CCNC(=O)C2CC(c3ccccc3[N+](=O)[O-])=NO2)cc1 (stereo unspecified)	i	5.2	i	i	i	i
8	Cn1cc(CNCc2ccc(-n3cccn3)cc2)c(-c2ccccc2F)n1	i	-1.7	i	i	i	i
9	O=C1CN(C(=O)c2ccccc2[N+](=O)[O-])C(c2ccccc2)c2cc(Br)ccc2N1 (stereo unspecified)	i	-13.3	i	i	i	i
10	CC(=O)N(c1ccc2oc(=O)sc2c1)S(=O)(=O)c1ccccc1	i	19.0	i	i	i	i

nr	Dyrk1A ADPGlo	hERG protect	KCNK3 block	TRPC4 act	KCNQ1 pot
1	-4.0	-3.4	i	i	i
2	x	-8.0	i	i	i
3	12.8	-8.4	i	i	i
4	-5.2	-5.8	i	i	i
5	3.7	-8.1	i	i	i
6	-3.6	-10.6	i	i	i
7	x	-12.3	i	i	i
8	-1.3	-5.2	i	i	i
9	3.4	-8.6	i	i	i
10	-0.5	-14.0	i	i	i

Next part (3 carried over from the part before).
nr	SMILES	TRPC4 PAM	Platelet DG rel	PolyA inhibitor	TRPC4 inh	KCNQ1 inh	KCNK9 block
8	Cn1cc(CNCc2ccc(-n3cccn3)cc2)c(-c2ccccc2F)n1	i	-1.7	i	i	i	i
9	O=C1CN(C(=O)c2ccccc2[N+](=O)[O-])C(c2ccccc2)c2cc(Br)ccc2N1 (stereo unspecified)	i	-13.3	i	i	i	i
10	CC(=O)N(c1ccc2oc(=O)sc2c1)S(=O)(=O)c1ccccc1	i	19.0	i	i	i	i
11	COCC(C)NC(=O)c1noc2c1CCc1cc(OC)ccc1-2 (stereo unspecified)	i	6.4	i	i	i	i
12	C/C(=N/NC(=O)c1ccc(Br)s1)c1cccnc1	i	-5.4	i	i	i	i
13	COc1ccc(C(=O)O)cc1S(=O)(=O)N(C)CCc1ccccn1	i	-8.7	i	i	i	i
14	O=C(Cn1cnc2ccccc21)N/N=C/c1cccc([N+](=O)[O-])c1	i	-2.3	i	i	i	i
15	CCC(C)NC(=O)c1nn(Cc2ccccc2)c(=O)c2ccccc12 (stereo unspecified)	i	-0.5	i	i	i	i
16	COC(=O)c1cc(OC)c(OC)c(OC)c1N	i	1.2	i	i	i	i
17	O=C(Nc1ccccc1)Oc1ccccc1N1CCOCC1	i	9.4	i	i	i	i
18	COc1ccc(C(CNC(=O)c2ccc(-n3cnnn3)cc2)N2CCOCC2)cc1 (stereo unspecified)	i	-12.5	i	i	i	i
19	Cc1cc2cc(CNC(=O)c3ccc(S(=O)(=O)N4CCOCC4)cc3)ccc2n1C	i	-4.6	i	i	i	i
20	Cc1ccc(C)c(N2CCN(C(=O)Cc3cn(C)c4ccccc34)CC2)c1	i	3.2	i	i	i	i

nr	Dyrk1A ADPGlo	hERG protect	KCNK3 block	TRPC4 act	KCNQ1 pot
8	-1.3	-5.2	i	i	i
9	3.4	-8.6	i	i	i
10	-0.5	-14.0	i	i	i
11	8.4	-7.3	i	i	i
12	51.5*	-10.5	i	i	i
13	0.4	-15.9	i	46*	i
14	-5.5	-11.3	i	i	i
15	-0.3	-1.4	i	i	i
16	6.5	0.3	i	i	i
17	-5.1	-4.1	i	i	i
18	0.4	-3.8	i	i	i
19	4.1	-13.9	i	i	i
20	-4.0	-6.0	i	i	i

Other entries:
nr	SMILES	TRPC4 PAM	Platelet DG rel	PolyA inhibitor	TRPC4 inh	KCNQ1 inh	KCNK9 block
21	N#CCc1nc2ccc(S(=O)(=O)N3CCOCC3)cc2s1	i	7.1	i	i	i	i
22	COc1ccc2c(c1OC)C(=O)N(c1ccc(F)cc1)C2	i	13.6	i	i	i	i
23	Cc1cccc(Nc2c(F)c(F)c(F)c(F)c2C(=O)O)c1	i	-4.9	i	i	i	i
24	COC(=O)C1=C(C)N(c2cccc(OC)c2)C(=O)/C1=C\c1ccco1	i	10.2	i	i	i	-7.29*
25	Cc1cc(/C=C(/C#N)c2nc3ccccc3[nH]2)c(C)n1-c1cccc([N+](=O)[O-])c1	i	2.0	i	i	8*	i
26	NC(=O)CSc1nnc(-c2ccc([N+](=O)[O-])cc2)o1	i	1.7	i	i	i	i
27	Cc1nnc(SCc2cccc3ccccc23)s1	i	7.3	i	i	i	i
28	COc1ccc(CNC(=O)c2sc3nc4c(c(C(F)(F)F)c3c2N)CCC4)cc1	i	22.9	i	i	i	i
29	Cc1cc(C)c2c(N)c(C(=O)N3CCCCCC3)sc2n1	i	-0.3	i	i	i	i
30	Cn1c(SCC(=O)N2CCCC2)nnc1-c1cnccn1	i	12.1	i	i	i	i

nr	Dyrk1A ADPGlo	hERG protect	KCNK3 block	TRPC4 act	KCNQ1 pot
21	-1.8	-8.3	i	i	i
22	2.8	-4.7	i	i	i
23	-1.2	-9.2	i	i	i
24	-3.4	-6.0	i	i	i
25	3.8	-6.3	i	i	i
26	-6.4	-9.1	i	i	i
27	5.7	-3.9	i	i	i
28	x	-9.3	x	i	i
29	-1.6	-10.7	i	i	i
30	-3.8	-1.7	i	i	i

Continuation.
nr	SMILES	TRPC4 PAM	Platelet DG rel	PolyA inhibitor	TRPC4 inh	KCNQ1 inh	KCNK9 block
31	COc1ccc(N2CCN(C(=O)COc3ccc4c(C)cc(=O)oc4c3C)CC2)cc1	i	-0.6	i	i	i	i
32	COc1ccc(N/C=C/C(=O)c2ccc(C)cc2)c([N+](=O)[O-])c1	i	20.0	i	i	i	i
33	COc1cc(OC)cc(C(=O)NCC(=O)OCc2cc(=O)oc3cc(OC)ccc23)c1	i	-1.2	i	i	i	i
34	Cc1ccc(C)c(NC(=O)/C(C#N)=C/c2ccc[nH]2)c1	i	28.2	i	i	i	i
35	O=C1c2ccccc2C(=O)C1c1ccc(Cl)cc1	i	0.4	i	i	i	i
36	Cn1nnnc1SCC(=O)Nc1nc(-c2ccccc2)c(-c2ccccc2)o1	i	-3.2	i	i	i	i
37	CCc1nnc(N/N=C\c2ccc(OC(C)=O)c(OC)c2)n1N	i	-3.4	i	i	i	i
38	CCOCC(=O)Nc1nc2ccc(C)cc2s1	i	16.3	i	i	i	i
39	CC(C)c1cc(C(=O)N/N=C/C=C/c2ccccc2)n[nH]1	i	0.5	i	i	i	i
40	C=CCn1c(NC(=O)c2ccccc2Cl)c(C#N)c2nc3ccccc3nc21	i	-13.8	i	i	i	i

nr	Dyrk1A ADPGlo	hERG protect	KCNK3 block	TRPC4 act	KCNQ1 pot
31	-5.8	-9.7	i	i	i
32	1.5	-9.9	i	i	i
33	15.2	-8.1	i	i	i
34	-2.4	-7.6	i	i	i
35	-4.2	-9.3	i	i	i
36	1.5	-7.0	i	i	i
37	0.5	0.2	i	i	i
38	48.6	-5.8	i	i	i
39	-14.0	-11.5	i	i	i
40	16.8	-12.1	i	i	i

New compounds follow
nr	SMILES	TRPC4 PAM	Platelet DG rel	PolyA inhibitor	TRPC4 inh	KCNQ1 inh	KCNK9 block
41	CCC(C(=O)OCC(=O)Nc1cccc(S(=O)(=O)NC2=NCCCCC2)c1)c1ccccc1 (stereo unspecified)	i	-2.5	i	i	i	i
42	CCOC(=O)c1c(C)n(-c2ccccc2)c2ccc(O)c(CN(C)C)c12	i	-8.5	i	i	i	i
43	CC(C)CNC(=O)C(=O)NCC1OCCCN1S(=O)(=O)c1cccs1 (stereo unspecified)	i	-5.5	i	i	i	i
44	CCCn1c2ccccc2c2nnc(SCCN3CCOCC3)nc21	i	-0.1	i	i	i	i
45	COc1ccc(-c2oc3cc(OC)c(O)c(OC)c3c(=O)c2OC)cc1O	i	10.0	i	i	i	i
46	Cc1ncc(CN2CCN(C3CCCC3)C(CCO)C2)s1 (stereo unspecified)	i	-0.7	i	i	i	i
47	COc1cccc(OC)c1NC(=O)CN(C)S(=O)(=O)c1ccc2c(c1)OCCO2	i	2.1	i	i	i	i
48	Cc1cccc(C)c1NC(=O)CN(C)C(=O)c1cccc(NS(=O)(=O)c2ccccc2)c1	i	-3.0	i	i	i	i
49	CCC(C)NC(C(=O)Nc1ccc(Cl)c([N+](=O)[O-])c1)c1ccccc1 (stereo unspecified)	i	7.7	i	-7*	i	-6.98*
50	Cc1cc(C)c(NC2=CC(=O)CC(C)(C)C2)c(C#N)c1	i	0.8	i	i	i	i
51	NC(=O)c1ccc(SCC(=O)NC2CCCCC2)c([N+](=O)[O-])c1	i	-9.7	i	i	i	i

nr	Dyrk1A ADPGlo	hERG protect	KCNK3 block	TRPC4 act	KCNQ1 pot
41	x	-8.5	x	i	i
42	-0.9	-16.7	i	i	i
43	-0.2	-12.8	i	i	i
44	3.8	-7.7	i	i	i
45	28.3	-7.3	i	i	i
46	-2.7	-14.0	i	i	i
47	3.4	-5.8	i	i	i
48	-3.2	-9.4	i	i	i
49	-1.8	-17.0	i	i	i
50	4.4	-7.1	i	i	i
51	x	-6.8	i	i	i
